Source: PubChem BioAssay
Polio RdRp inh = poliovirus RNA polymerase inhibition; P03300; % elongation, % (compound at 16.7 µg/mL); AID 588519; actives 0.66% (n = 150,000); poliovirus polymerase elongation, fluorescence polarization; hits give low values; in the data active = % elongation below about 90%; note: some results filed as inactive read as strong as hits
Target sequence (P03300 1749-2209 limits assumed): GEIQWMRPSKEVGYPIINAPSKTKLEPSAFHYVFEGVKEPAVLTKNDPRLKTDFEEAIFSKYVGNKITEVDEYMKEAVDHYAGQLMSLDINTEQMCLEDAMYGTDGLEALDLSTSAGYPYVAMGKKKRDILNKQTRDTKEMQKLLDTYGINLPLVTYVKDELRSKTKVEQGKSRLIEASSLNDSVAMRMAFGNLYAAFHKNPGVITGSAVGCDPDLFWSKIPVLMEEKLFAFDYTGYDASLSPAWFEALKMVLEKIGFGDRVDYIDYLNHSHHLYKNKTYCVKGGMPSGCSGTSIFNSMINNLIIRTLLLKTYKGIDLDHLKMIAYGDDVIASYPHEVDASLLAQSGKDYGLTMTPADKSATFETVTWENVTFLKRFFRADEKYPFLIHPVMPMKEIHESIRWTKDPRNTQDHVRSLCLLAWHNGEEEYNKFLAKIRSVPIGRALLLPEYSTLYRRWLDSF
Polio RdRp inh FP z-score = recorded beside Polio RdRp inh, whose call it bears; z-score; measured here: FP z-score; hits read low
Starred values were filed as active, the others as inactive. An excerpt. The share of hits here may be higher or lower than overall.

Every second line gives: Polio RdRp inh | Polio RdRp inh FP z-score
- Cn1c(=O)cc(OCCCC(=O)NC2CCCCC2)c2ccccc21
    101 | -0.4
- COCCN1C(=O)/C(=C/c2cn(CC(=O)OC)c3ccccc23)C(=O)N(c2ccccc2)C1=O
    101 | -0.2
- CSc1nnc2c(n1)OC(C)Nc1ccccc1-2 (stereo not given)
    100 | -0.4
- CN1C(=O)c2ccccc2N(C)C1c1ccc(F)cc1 (stereo not given)
    101 | -0.3
- CCn1nccc1NC(=O)c1ccc(Cl)c(S(=O)(=O)N(C)c2ccccc2)c1
    104 | 0.2
- Cc1cc(CCN)c(C)n1-c1ccccc1
    105 | 0.5
- CC(C)(C)C(=O)COC(=O)c1cc(Br)ccc1Cl
    101 | -0.5
- C=CCn1c(SCC(=O)c2ccccc2)nnc1-c1sc2nc(C)cc(C)c2c1N
    106 | 0.3
- CCN1CCN(c2oc(/C=C/c3cc(OC)c(OC)c(OC)c3)nc2C#N)CC1
    104 | -1
- Cc1csc(NN=C2CCCCC2)n1
    103 | 0.4

Already shown: entries from further up.
Every second line gives: Polio RdRp inh | Polio RdRp inh FP z-score
- Cn1c(=O)cc(OCCCC(=O)NC2CCCCC2)c2ccccc21
    101 | -0.4
- COCCN1C(=O)/C(=C/c2cn(CC(=O)OC)c3ccccc23)C(=O)N(c2ccccc2)C1=O
    101 | -0.2
- CSc1nnc2c(n1)OC(C)Nc1ccccc1-2 (stereo not given)
    100 | -0.4
- CN1C(=O)c2ccccc2N(C)C1c1ccc(F)cc1 (stereo not given)
    101 | -0.3
- CCn1nccc1NC(=O)c1ccc(Cl)c(S(=O)(=O)N(C)c2ccccc2)c1
    104 | 0.2
- Cc1cc(CCN)c(C)n1-c1ccccc1
    105 | 0.5
- CC(C)(C)C(=O)COC(=O)c1cc(Br)ccc1Cl
    101 | -0.5

The list continues.
Every second line gives: Polio RdRp inh | Polio RdRp inh FP z-score
- CCCNC(=O)c1ccc(-n2c(-c3ccccc3)cc3c2CCCC3)cc1
    104 | 1.2
- COc1cc(C2C(C#N)=C(N)Oc3nc[nH]c(=O)c32)ccc1OCC(N)=O (stereo not given)
    101 | -0.2
- CCN(CC(=O)Nc1ccc2c(c1)OCCO2)c1ccc(S(=O)(=O)N2CCOCC2)cn1
    101 | -0.1
- CCOc1ccc(NC(=O)CC2Nc3cccc4cccc(c34)NC2=O)cc1 (stereo not given)
    93 | -1.1
- CCN(CC)c1ccc(NC(=O)c2ccc(C)cc2)c(N(CC)CC)n1
    102 | -0.1
- O=C(Cn1c(=O)oc2cc(S(=O)(=O)NCc3ccccc3)ccc21)NCc1ccc(Cl)cc1
    107 | 0.5
- CCOc1ccc(N2CC(NC(=O)c3cc4ccccc4o3)CC2=O)cc1 (stereo not given)
    112 | 1.2
- O=C(OCc1cc(=O)n2c3c(sc2n1)CCCC3)C1CCCN1S(=O)(=O)c1ccccc1F (stereo not given)
    99 | -0.7
- NC(=O)/C(=N/O)C1=NC2(CCCCC2)Cc2ccccc21
    99 | -0.3
- Cc1ccc(-c2nc3cc(C(C)C)ccc3o2)cc1NC(=O)c1cccs1
    108 | 0.8
- O=C(O)C1CCN(C(=O)/C=C/c2ccccc2)CC1
    102 | -0.6
- CCOc1ccc(S(=O)(=O)N(CC(=O)N2CCC(C)CC2)c2ccccc2)cc1
    102 | 0.1
- CCc1cccc(NC(=O)C(CC(C)C)NS(=O)(=O)c2ccc3c(c2)oc(=O)n3C)c1 (stereo not given)
    104 | -0.9
- CCOc1ccc(OCCN2CCN(C)CC2)cc1
    103 | 0.5
- CN(C)CCN(Cc1ccco1)C(=O)c1oc2ccccc2c1NC(=O)c1cccc(F)c1
    113 | 1.5
- Clc1ccccc1NC1=NCCCS1
    111 | 0.7
- Cc1cccc(N(C)S(=O)(=O)c2c(C(=O)N3CCCCCC3)c(C)n(C)c2C)c1
    105 | -0.1
- Cc1ccc(N(CC(=O)N2CCOCC2)S(=O)(=O)c2ccccc2)cc1
    99 | -0.2
- CCN(CCCNC(=O)c1ccc(Sc2ccc(F)cc2)c(NC(C)=O)c1)c1ccccc1
    111 | 0.1
- Cc1noc(C)c1COc1cc2ccccc2cc1C(=O)NCc1ccccn1
    105 | 0.4
- CCN(CC)Cn1c(=S)oc2ccc(Cl)cc21
    104 | 0.3
- CC(O)CNCCOc1ccc2ccccc2c1Cl (stereo not given)
    104 | 1.3
- CN1CCSc2ccc(C(=O)NCc3ccccc3)cc21
    106 | 0.4
- CC(C)CCOc1ccc(C2N=C(N)Nc3nc4ccccc4n32)cc1 (stereo not given)
    101 | -1
- O=C(COc1ccc(Br)cc1)OCC(=O)c1ccccc1
    107 | 0.4
- Cc1ccc2cc(CN(CC3CCCO3)C(=O)C(F)(F)F)c3nnnn3c2c1C (stereo not given)
    104 | 0.6
- COc1ccccc1N1CCN(C(CNS(=O)(=O)c2c(C)cc(C)cc2C)c2cccnc2)CC1 (stereo not given)
    102 | 0.7
- CN1C(N)=NC(=O)C1(CO)CO
    102 | -0.2
- O=S(=O)(CCc1nc2ccccc2s1)c1ccc(Cl)cc1
    104 | 0.7
- N#CC(C#N)=C1C=C(c2cccs2)Oc2ccccc21
    81 | -2.5
- Cc1cc(=O)[nH]c2nnc(SCC(=O)N3CC(C)OC(C)C3)n12 (stereo not given)
    100 | -0.9
- N#Cc1nc(-c2ccccc2F)oc1N1CCc2ccccc2C1
    101 | -0.2
- Cc1cccc(N2C(=O)NC(=O)/C(=C\c3cn(CC(=O)NCc4ccco4)c4ccccc34)C2=O)c1
    72 | -5.5
- COc1ccc(CCNC(=O)c2cnc3ccc(C)cn3c2=O)cc1
    109 | 1.4
- CCOC(=O)N1CCN(S(=O)(=O)c2cc3[nH]c4c(c3cc2CC)C(=O)CC(C)(C)C4)CC1
    100 | -0.4
- CCCn1c(=O)ccn(-c2ccccc2C)c1=O
    103 | -0.1
- COc1ccc(/C=N/Nc2nc(-c3ccc(OC)cc3)c(C)s2)cc1
    104 | 0.7
- Cc1nnc2c(N3CCN(c4ccccc4F)CC3)nc3ccc(C(=O)c4ccccc4)cc3n12
    108 | 0.4
- Cc1ccc(CSC2=NS(=O)(=O)c3ccccc32)cc1
    102 | 0.2
- CN(CC(=O)Nc1ccc2c(c1)CCC2)C1CCS(=O)(=O)C1 (stereo not given)
    100 | -0.2
- COc1cc(NC(=O)C2CCN(S(=O)(=O)Cc3ccccc3)CC2)c(OC)cc1Cl
    108 | 0.2
- COc1ccc(S(=O)(=O)N2CCC(N3CCN(Cc4ccccc4)C(=O)C3=O)CC2)cc1
    102 | -0.9
- CCOC(=O)c1c(NC(=O)COc2ccc(Cl)cc2C)sc2c1CCCCC2
    104 | -0.1
- COc1cccc(C(C(F)(F)F)P(C)(=O)O)c1 (stereo not given)
    102 | 0.1
- O=C(Cc1ccccc1)N1CCCCCC1
    101 | 0.1
- CC(C)(C)c1ccc(C(=O)Nc2ccc(NC(=O)c3ccc(Br)o3)cc2)cc1
    100 | -0.6
- Cc1cc(C)c(NC(=O)CN(C)S(=O)(=O)c2ccc3c(c2)c(=O)n(C)c(=O)n3C)c(C)c1
    101 | -0.3
- O=C(ON=C1CCC2(CC1)OCCO2)c1cccc(C(F)(F)F)c1
    101 | -0.2
- CCCn1c(CCC(=O)Nc2cc(OC)cc(OC)c2)nc2cccnc21
    110 | 0.6
- Clc1cc(CNCc2ccccc2CN2CCOCC2)cc2c1OCCCO2
    97 | -0.8

Following part:
Every second line gives: Polio RdRp inh | Polio RdRp inh FP z-score
- Cc1cc(C)nc(Sc2ccc(S(=O)(=O)C(F)F)cc2S(=O)(=O)C(F)F)n1
    103 | 0
- O=c1cc(-c2ccc(F)cc2)nc(SCc2nc(-c3cccc(C(F)(F)F)c3)no2)[nH]1
    109 | 0.4
- O=C(N/N=C1/CCc2ccccc21)C1CC1
    104 | 0.2
- S=C(NCC1CC1)Nc1ccc(Cl)cc1
    103 | -0.1
- Cn1c(=O)c2c(ncn2CC(=O)N2CCSC2=NCCc2ccccc2)n(C)c1=O
    100 | -0.1
- Cc1ccc(NC(=O)c2cc(-c3ccc4c(c3)OCO4)on2)cc1C
    100 | -0.2
- Cc1ccc(-c2cc3nc(C(F)(F)F)cc(C(F)(F)F)n3n2)cc1
    104 | 0.5
- CCOC(=O)C(C)Oc1cccc2c(=O)n(CC(=O)Nc3ccc4c(c3)OCCO4)ccc12 (stereo not given)
    106 | 0.9
- CCOC(=O)CC1(c2ccccc2)CCOC(C)(C)C1 (stereo not given)
    97 | -0.8
- COc1ccc(-n2nc3c(N4CCC(C(=O)NC5CCCCC5)CC4)nnc(C)c3c2C)cc1
    110 | 0.8
- COc1cc2nc(C3CCC3)n(NC(=O)c3ccccc3C)c(=O)c2cc1OC
    102 | 0.1
- CC1=C(c2ccc(C)c(C)c2)S(=O)(=O)N(Cc2ccc(C(=O)NCc3ccc(C)cc3)cc2)C1=O
    113 | 0.8
- Cc1noc(-c2ccccc2)c1NC(=O)Nc1ccccc1
    103 | 0.1
- CC(NC=C1C(=O)OC(C)(C)OC1=O)C(=O)O (stereo not given)
    99 | -0.6
- Cc1ccc(CC(C#N)Sc2nnc(-c3ccc(F)cc3)n2CC2CCCO2)cc1 (stereo not given)
    105 | 0.2
- COc1ccc(OC)c(C2C(C#N)=C(N)Oc3cc(C)oc(=O)c32)c1 (stereo not given)
    102 | -0.2
- Cc1nn(-c2ccc(F)cc2)c(-n2cccc2)c1C(=O)N1CCN(c2ccccc2F)CC1
    99 | -2.1
- CCOC(=O)c1[nH]c2c(c1Cc1ccccc1)C(=O)CC(c1ccc(Cl)cc1)C2 (stereo not given)
    103 | -0.7
- O=C(COC(=O)CSc1nc2ccccc2o1)NC1CC1
    101 | -0.4
- CCOC(=O)C(C#N)=C1C=CN(c2ccccc2)C=C1
    99 | -0.5
- CCOC(=O)c1cc(NC(=O)C2C3C=CC(O3)C2C(=O)O)cc(C(=O)OCC)c1 (stereo not given)
    103 | 0.5
- COc1ccccc1N(CC(=O)NCCSc1ccccc1)S(=O)(=O)c1ccc(C)cc1
    105 | 0
- Cc1ccc(-c2cn3nc(N4CCC(C(=O)NCCCN5CCCCC5)CC4)sc3n2)cc1
    102 | -0.1
- CCOC(=O)C1=C(CC)Nc2ccccc2N=C1NC(=O)C1CC(=O)N(c2ccc3c(c2)OCCO3)C1 (stereo not given)
    101 | 0
- COC(=O)c1c(C)[nH]c(C(=O)N2CCN(c3ccccc3)CC2)c1C
    104 | 0.3
- Cc1ccc(CNC(=O)c2cc3ccc4cccnc4c3[nH]2)cc1
    110 | 0.4
- Cc1[nH]c2ccc(Cl)cc2c(=O)c1CN1CCN(C)CC1
    101 | -0.1
- Cc1cc(N)n(-c2ncnc3scc(-c4ccc(C(C)C)cc4)c23)n1
    97 | -0.4
- COc1ccc(-c2ccnc3[nH]n(-c4ccccc4)c(=O)c23)cc1
    105 | -0.1
- COC(=O)CSc1ncc2c(n1)-c1ccccc1N(Cc1cccc(F)c1)S2(=O)=O
    114 | 0.5

One compound at a time (already shown). Values in the order: Polio RdRp inh | Polio RdRp inh FP z-score
Cc1ccc(-c2cn3nc(N4CCC(C(=O)NCCCN5CCCCC5)CC4)sc3n2)cc1 is listed with 102 | -0.1
COC(=O)CSc1ncc2c(n1)-c1ccccc1N(Cc1cccc(F)c1)S2(=O)=O is listed with 114 | 0.5
Cc1ccc(CNC(=O)c2cc3ccc4cccnc4c3[nH]2)cc1 is listed with 110 | 0.4
Cc1cc(N)n(-c2ncnc3scc(-c4ccc(C(C)C)cc4)c23)n1 is listed with 97 | -0.4
COC(=O)c1c(C)[nH]c(C(=O)N2CCN(c3ccccc3)CC2)c1C is listed with 104 | 0.3

The listing continues:
Every second line gives: Polio RdRp inh | Polio RdRp inh FP z-score
- C[N+]1(C2CCC3CCC2C3O)CCCCC1 (stereo not given)
    101 | 0
- COC(=O)c1ccccc1SC(=O)c1ccc(Cl)c(Cl)c1
    96 | -1.6
- COc1ccc(C(CCN)c2ccccc2)cc1 (stereo not given)
    99 | -0.7
- CSc1ccc(Cl)c(C(=O)OCC(=O)C(C)(C)C)c1
    102 | 0.1
- O=C(NC1CCCCC1)c1ccc(Cn2c(=S)[nH]c3ccccc3c2=O)cc1
    101 | -0.1
- Cc1cccc(C=Nc2ccc(-c3nc4ccccc4o3)cc2)c1O
    100 | -0.4
- CNC(=O)COC(=O)c1cc(F)c(F)cc1Cl
    106 | 0.5
- COc1ccc(OC)c(C2C(C#N)=C(N)N(c3cc(-c4ccccc4)[nH]n3)C3=C2C(=O)CCC3)c1 (stereo not given)
    101 | -0.2
- COCCN(C(=S)Nc1c(C)cccc1C)C(C)c1cccnc1 (stereo not given)
    99 | -1.6
- Cc1ccc(OCc2cc(=O)n3c4c(sc3n2)CCCC4)cc1C
    106 | -0.2
- COc1ccc(NC(=O)CN(C)S(=O)(=O)c2cccc3nsnc23)cc1
    111 | 1.2
- COc1ccc(C(CNC(=O)NC(C)(C)C)N2CCN(C)CC2)cc1 (stereo not given)
    105 | 1
- CCN(C(=O)CSc1nc(N)nc(N)n1)C1=CCCC1
    101 | -0.4
- CC(C)(C)C(=O)Cn1c(NCCO)nc2ccccc21
    107 | 0.4
- CC(C)(C)OC(=O)N1CCC(c2c(C(=O)NCc3ccccc3)cnn2-c2ccc(F)cc2)CC1
    113 | 1.4
- Cc1ccc(NC2=NC(C)CS2)c(C)c1 (stereo not given)
    103 | 0
- CNC(=O)CN1C(=O)c2cccc3cccc1c23
    101 | -0.5
- COc1ccc(S(=O)(=O)NC2CC2)cc1C(=O)N1CCOCC1
    103 | 1.6
- Cc1ccc(-n2c(CCC(=O)O)nc3ccccc3c2=O)cc1
    104 | 0.2
- O=C(CSc1nnnn1-c1ccccc1)N1N=CCC1c1ccccc1 (stereo not given)
    99 | -1
- CCCCn1c2ccccc2n2cc(C(C)(C)C)nc12
    106 | 0.2
- CCOc1ccc(CCNC(=O)Cn2nnc(-c3ccccc3)n2)cc1OCC
    104 | 0
- O=C(NCCOc1ccccc1Cc1ccccc1)c1ccc2c3c(cccc13)CC2
    107 | 0.5
- COC(=O)c1cc(S(=O)(=O)NCc2ccc(OC)cc2)cn1C
    102 | 0.4
- Cc1ccc(Cl)cc1NC(=O)CSc1nc(C)c(C)c(C)c1C#N
    101 | -1.1
- FC(F)(F)c1nc(NCc2ccccc2)nc2c1CCCCC2
    103 | 0.4
